Compound activity as filed in PubChem BioAssay.
Tb PYK inh – T. brucei pyruvate kinase inhibition; Q57TT1; TbPYK enzyme, Kinase-Glo Plus ATP luminescence, 45 min; Potency, µM (titrated, usually from 76.8 µM), for inactives: at the top dose activity, negative = inhibition, hits mostly inhibitors; 0.12% of 410,000 active; AID 624173; also: nearly all actives have a fitted effect of over 50% in size
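Luminescent Kinase-Glo Plus end-point after 45 min room-temperature reaction of T. brucei pyruvate kinase started with 130 uM ADP (final). Buffer TEA 50 mM pH 7.2 with KCl, MgCl2, BSA, Tween-20; titration-based qHTS with fitted concentration-effect curves.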
LmPK inhibitor – LmPK (Leishmania mexicana) enzyme inhibition; Q27686; purified LmPK, Kinase-Glo ATP luminescence, 1 h; Potency, µM (series often up to 57.5 µM), for inactives: at the top dose activity change, negative = inhibition, usual class: inhibitors; 0.37% of 290,000 active; AID 1721
Target sequence (Q27686 whole entry, looked up): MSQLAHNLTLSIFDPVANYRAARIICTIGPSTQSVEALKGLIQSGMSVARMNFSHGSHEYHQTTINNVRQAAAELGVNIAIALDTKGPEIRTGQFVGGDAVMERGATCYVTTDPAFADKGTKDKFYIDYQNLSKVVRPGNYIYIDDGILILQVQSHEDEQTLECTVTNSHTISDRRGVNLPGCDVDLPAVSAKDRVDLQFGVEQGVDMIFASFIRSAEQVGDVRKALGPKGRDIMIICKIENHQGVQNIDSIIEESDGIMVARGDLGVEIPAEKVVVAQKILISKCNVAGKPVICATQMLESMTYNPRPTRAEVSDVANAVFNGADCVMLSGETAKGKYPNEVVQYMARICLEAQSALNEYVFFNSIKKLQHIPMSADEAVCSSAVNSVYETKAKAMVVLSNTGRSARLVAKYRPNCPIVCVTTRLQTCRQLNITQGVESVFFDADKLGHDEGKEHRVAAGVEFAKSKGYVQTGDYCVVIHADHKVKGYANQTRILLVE
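Kinase-Glo luminescence read after 1 h RT reaction of 0.1 nM LmPK with 0.5 mM PEP and 0.1 mM ADP. Activity scaled between uninhibited and enzyme-free controls.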
Pf growth 96h – P. falciparum growth inhibition at 96 hour, primary screen for plastid delayed-death inhibitors; 6.9% of 320,000 active; P. falciparum luciferase reporter growth, 96 h; Potency, µM (highest dose often 28.7 µM), without a hit: top-dose activity change, negative = inhibition, actives largely listed as inhibitors; AID 504834
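Plates of compound plus infected erythrocytes (2% hematocrit, 0.05% parasitemia final) incubate 96 hours, 37 C, 5% CO2. Detection reagent added; reduced luminescence from the parasites' luciferase reporter flags inhibition.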
HCV inh – inhibitors of hepatitis C virus infection; 3.4% of 340,000 active; Potency, µM (titrated, usually from 41.8 µM), for inactives: at the top dose activity change, negative = inhibition, usual class: inhibitors; Huh7.5.1 HCVcc-Cre infection, luciferase reporter, 44 h
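Infectious HCV cell culture screen: compound-treated cells (1,000/well, pre-plated 4 h) are infected with HCVcc-Cre at roughly 0.5 moi and grown 44 h. Infection is quantified by luciferase signal after 15 min substrate incubation at room temperature.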
Sm TGR inh – blocks Schistosoma mansoni thioredoxin glutathione reductase; Q962Y6; 3% of 360,000 active; purified TGR, DTNB reduction, TNB absorbance 405 nm; Potency, µM (titrated, usually from 114 µM), inactives show at the top dose activity change, negative = inhibition, usual class: inhibitors; also: nearly all actives have a fitted effect of over 60% in size
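TGR 20 nM + NADPH 100 uM (dispensed conc.), cpd preinc 15 min RT; start with NADPH (500 uM addition) then DTNB (15 mM addition). Kinetic TNB absorbance, 405 nm filter. Four-parameter Hill fit across titration.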
Pf growth 48h – P. falciparum growth inhibition at 48 hours (one generation). P. falciparum luciferase growth in erythrocytes, 48 h. Potency, µM (highest dose often 28.7 µM), inactives show at the highest dose activity change, negative = inhibition, most hits filed as inhibitors. 5.9% of 310,000 active. AID 504832
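First compound was added to culture medium, then infected red cells at 0.1% parasitemia and 2% hematocrit (final). After incubation at 37 C under 5% CO2, luciferase detection reagent was dispensed and light output recorded.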
* = called active by the depositor; ? = inconclusive; · = not tested or not shown; [ ] = another dose, or the depositor's remark. Calls follow the shape of the dose curve; as a rule, active = well fitted curve in the direction sought with a large enough effect; inconclusive = small, poorly fitted or top-dose-only effect, or another doubt; inactive = no such curve, though single readings can be large; an effect the other way counts as inactive or inconclusive. % is scaled to controls: 0 for no effect and ±100 for the full control effect; potency is read from the fitted curve at half-maximal effect.

nr | canonical_smiles | Tb PYK inh | LmPK inhibitor | Pf growth 96h | HCV inh | Sm TGR inh | Pf growth 48h
1 | O=C(Nc1nc(-c2ccc(F)cc2)cs1)c1ccc(N2C(=O)CCC2=O)cc1 | -6% | 3% | 16% | ? | -12% | 32%[activator]
2 | CN1CCN(S(=O)(=O)c2ccc(NC(=O)Cc3ccc([N+](=O)[O-])cc3)cc2)CC1 | 5% | -6% | 4% | 15% | 1% | 27%
3 | COc1ccc(N/C=C(\C(C)=O)c2ccc(OC)c(OC)c2)cc1OC | -6% | -1% | -41%[5.75 µM] | -15% | -8% | ?
4 | CCC(C)Sc1cc(C)c(C#N)c2nc3ccccc3n12 (configuration not stated) | -2% | 5% | 2.9µM* | ? | -14% | 8.3µM*
5 | O=C(Nc1ccc(C(=O)N2CCOCC2)cc1)Nc1cccc2ccccc12 | 1% | -3%[11.5 µM] | ? | 6% | 13% | 155%[activator]
6 | CCN(CC(=O)N1CCCCCC1)S(=O)(=O)c1ccc(Cl)cc1 | -6% | -1% | 19% | 12% | -3% | ?
7 | O=C(COC(=O)/C=C/c1ccc(Cl)cc1)Nc1ccc2[nH]c(=O)[nH]c2c1 | -2% | · | 44%[activator] | 18% | 4% | 44%[activator]
8 | O=S(=O)(NCc1ccccc1F)NCc1ccccc1F | -8% | 3% | 11% | 3% | 2% | -22%
9 | O=C(N/N=C/c1ccc2c(c1)OCO2)c1ccc2c(c1)OCCO2 | 5% | -10% | 78%[activator] | 5% | -13% | 118%[activator]
10 | CC(C)(C)c1nc2ccccc2c(=O)n1N1C(=O)c2ccccc2C1=O | 4% | 9% | -7% | ? | 0% | 6%
11 | c1ccc2c(c1)[nH]c1c(NCC3CCCO3)ncnc12 (configuration not stated) | -3% | 1% | ? | ? | 4% | ?
12 | O=C(/C=C/c1ccco1)NC(=S)Nc1ccccc1O | -1% | 0% | 23% | 3% | 10µM* | 91%[activator]
13 | Cc1cnc(C(=O)OCC(=O)Nc2ncc(Cl)cc2Cl)cn1 | -6% | · | -9% | -10% | -11% | -16%
14 | c1ccc(Cn2nnnc2C(c2ccccn2)N2CCN(c3ccccc3)CC2)cc1 (configuration not stated) | -15% | 4% | ? | 3% | -17% | ?
15 | CSc1ccc(C(=S)N2CCCCCC2)cc1 | -10% | -3% | ? | 14% | -12% | -8%
16 | CCN(CC)S(=O)(=O)c1ccc(C)c(NC(=O)CSc2ncc(C(F)(F)F)cc2Cl)c1 | 3% | -1% | -23% | ? | -4% | 5%
17 | Cn1c(C(=O)N2CCOCC2)cc2c(=O)n3ccccc3nc21 | -3% | -12% | 28% | 5% | -25% | 13%
18 | CC(=O)NCCC(=O)Nc1cc(S(=O)(=O)N2CCOCC2)ccc1Oc1ccccc1 | 4% | -4% | 12µM* | 26% | -1% | -11%
19 | COc1ccccc1CCN=C(N)NS(=O)(=O)c1ccccc1F | 11% | -5% | -18% | 7% | -17% | 18%
20 | Cc1ccc2occ(C(=O)c3ccco3)c(=O)c2c1 | 3% | -12% | 4% | 11% | -14% | 28%
21 | Cc1cc(C)c(S(=O)(=O)N2CCN(C(=O)C3CC3)CC2)c(C)c1 | -1% | · | -3% | 9% | -1% | ?
22 | COCCN(CC(=O)Nc1cccc(C)c1C)C(=O)c1ccc(-n2cccn2)cc1 | 2% | · | -23% | -2% | -1% | ?
23 | CCCCNC(=O)c1cc2nc3c(c(C(F)(F)F)n2n1)CCc1ccccc1-3 | -2% | -1% | 1% | 3% | 4% | ?
24 | CC(CN1CCCC1)OC(=O)c1ccc(Cl)cc1Cl (configuration not stated) | 10% | 0% | -22% | 9% | 0% | 0%
25 | NS(=O)(=O)c1cccc(NC(=O)c2cccc3c(Br)cccc23)c1 | 0% | 3% | -2% | ? | -25% | 37%[activator]
26 | Cc1nc(NC(=O)CSc2nnc(C3CC3)n2C)sc1C | -11% | 7% | 35%[activator] | -17% | 5% | 34%[activator]
27 | COc1ccc2c(CC(=O)Nc3ccc(N4CCOCC4)cc3)coc2c1 | -3% | 8% | ? | -3% | -6% | ?
28 | COC(=O)c1ccccc1NC(=O)CN1CCC(NC(=O)c2ccccc2C)CC1 | 6% | 0% | -16% | -25% | ? | ?
29 | CC1(C(=O)N2CCN(Cc3ccccc3Cl)CC2)CC1(Cl)Cl (configuration not stated) | 9% | -6% | ? | 9% | 51% | 12%
30 | S=C(NNc1nc(Nc2ccccc2)nc(N2CCCCC2)n1)NC1CCCCC1 | -6% | -5%[11.5 µM] | -27% | ? | 19% | -16%
31 | CN(CC(=O)Nc1cccc2c1CCCC2)S(=O)(=O)c1ccccc1 | 2% | -1% | 0% | -9% | -26% | -2%
32 | Cc1ccc(Cl)cc1NC(=S)N(CCCN1CCN(C)CC1)Cc1cccs1 | 0% | -1% | 0% | 6.3µM* | 16% | 0%
33 | CN(C)C(CNC(=O)Cc1cccc(C(F)(F)F)c1)c1ccccc1 (configuration not stated) | 0% | -1% | ? | 23% | -13% | ?
34 | CN1CCN(C(=O)C2=C[C@H](c3csc4ccccc34)C[C@H](OCc3ccc(CO)cc3)O2)CC1 | -13% | 8% | -11% | -10% | -27% | ?
35 | O=C(Cn1nc(C(=O)O)c2ccccc2c1=O)Nc1nc(-c2ccccc2)cs1 | -1% | 3% | 113%[activator] | 14% | -10% | 88%[activator]
36 | COc1ccc(N2CC(C)Cn3c2nc2c3c(=O)n(CCc3ccccc3)c(=O)n2C)cc1 (configuration not stated) | -11% | -1% | -9% | 13% | ? | ?
37 | COc1ccc(N/C=C/C(=O)c2ccccc2)cc1 | ? | 7% | 426%[activator] | -7% | -11% | 303%[activator]
38 | CC(C)NC(=O)CSc1nc2ccccc2n1CC(=O)N1CCc2ccccc21 | -23% | -3% | 13µM* | 9% | 0% | ?
39 | CCOC(=O)c1c(NC(=O)CSc2nnc(-c3ccncc3)n2Cc2ccco2)sc(C)c1C | -6% | -2% | · | ? | ? | -12%
40 | CCC(CC)c1nnc(NC(=O)Cc2cccs2)s1 | -10% | 0% | 6% | -6% | -3% | -4%
41 | Cc1cc(C)c(NC(=S)N(C)C)cc1C | -1% | 4% | 0% | 6% | -11% | 1%
42 | Cn1cccc1Cc1nnc(SCC(=O)NC2CCCC2)n1CCc1ccccc1 | -18% | 1% | 8.3µM* | -11% | -23% | ·
43 | COc1ccc(S(=O)(=O)N2CCCC(C(=O)NCc3ccc(F)cc3)C2)cc1 (configuration not stated) | 8% | -4% | 2% | -26% | 4% | 1%
44 | CNC(=O)c1ccsc1NC(=O)CS(=O)(=O)c1ccccc1 | 4% | · | 10% | 15% | -12% | 12%
45 | COC(=O)N1[C@H](Cc2ccccc2)C=C[C@]1(C)C(=O)O | 7% | 4% | -11% | 8% | -23% | 12%
46 | COc1ccc2oc(C(=O)OCC(=O)N3C(C)CCCC3C)c(C)c2c1 (configuration not stated) | 0% | -1% | -21% | -3% | -2% | -18%
47 | Cc1ccccc1NC(=O)Cc1nc(COC(=O)c2ccc(C(F)(F)F)cc2)cs1 | 1% | · | 19% | -7% | 2% | 2%
48 | COc1cc(OC)c(NC(=O)c2cncn2-c2ccc(F)cc2)cc1Cl | 3% | -4% | -24% | ? | 4% | 1%
49 | Cc1ccsc1/C=C(/C#N)C(=O)NCc1ccccc1 | -6% | 2% | 40%[activator] | 24% | 1% | 33%[activator]
50 | Cc1csc2ncc(C(=O)N(Cc3ccccc3)c3ccccn3)c(=O)n12 | -3% | 3% | 2% | -14% | 0% | 12%

(further entries)
nr | canonical_smiles | Tb PYK inh | LmPK inhibitor | Pf growth 96h | HCV inh | Sm TGR inh | Pf growth 48h
51 | CCOC(=O)C(NC(C)=O)(Nc1ccc(S(=O)(=O)Nc2ncccn2)cc1)C(F)(F)F (configuration not stated) | -3% | 1% | -37%[5.75 µM] | 10% | 0% | -19%
52 | Cc1c(C(=O)NCCc2ccc(S(N)(=O)=O)cc2)cccc1[N+](=O)[O-] | 5% | 2% | -5% | 15% | · | -4%
53 | CSc1ccccc1NC(=O)CN(C1CCCCC1)S(C)(=O)=O | · | 5% | -17% | 6% | -10% | ·
54 | CCOC(=O)c1cnc2sc3c(n2c1=O)CCCC3 | -10% | -3% | ? | ? | -1% | ?
55 | CC1CCN(C(=O)c2[nH]cnc2C(=O)NCc2ccccc2)CC1 | 3% | · | 33%[activator] | 13% | 0% | 30%
56 | COc1ccc(NC(=O)CN(C)C(=O)c2ccc(COc3ccccc3)cc2)cc1 | 5% | · | -4% | -28% | 4% | ?
57 | CC(C)(C)/C(Cn1cncn1)=N\OC(=O)Nc1ccc(Cl)cc1 | 3% | 3% | -28% | 11% | -2% | -13%
58 | Cc1nc2scc(-c3ccccc3)c2c(=O)n1N | 0% | 9% | -20% | 0% | 0%[11.4 µM] | ·
59 | CCCOc1ccc(/C=C/c2c([N+](=O)[O-])c(=O)n(C)c(=O)n2C)cc1 | 3% | -1% | 1% | -22% | 0% | 1%
60 | Nc1nccc(/C=C/c2ccc(Cl)cc2)n1 | -22% | -24% | 106%[activator] | -26% | 12% | 241%[activator]
61 | O=C(O)Cc1sc(Nc2ccccc2)nc1-c1cccs1 | -18% | 5% | 113%[activator] | -27% | -20% | 60%[activator]
62 | CCOC(=O)c1cnc(-n2nc(C)cc2C)nc1NNc1nc(-c2ccccc2)cc(-c2ccccc2)n1 | 2% | 0% | ? | ? | -17% | 1.5µM*
63 | COc1cc(C2NC(=S)NC3=C2CCc2ccccc23)cc(OC)c1OC (configuration not stated) | -16% | 3% | ? | -8% | 4% | ?

Structures from the list above containing a nitro group on carbon, in the order listed:
nr | canonical_smiles | Tb PYK inh | LmPK inhibitor | Pf growth 96h | HCV inh | Sm TGR inh | Pf growth 48h
2 | CN1CCN(S(=O)(=O)c2ccc(NC(=O)Cc3ccc([N+](=O)[O-])cc3)cc2)CC1 | 5% | -6% | 4% | 15% | 1% | 27%
52 | Cc1c(C(=O)NCCc2ccc(S(N)(=O)=O)cc2)cccc1[N+](=O)[O-] | 5% | 2% | -5% | 15% | · | -4%
59 | CCCOc1ccc(/C=C/c2c([N+](=O)[O-])c(=O)n(C)c(=O)n2C)cc1 | 3% | -1% | 1% | -22% | 0% | 1%

Sorted by molar mass (low to high): part of the list above.
nr | canonical_smiles | Tb PYK inh | LmPK inhibitor | Pf growth 96h | HCV inh | Sm TGR inh | Pf growth 48h
54 | CCOC(=O)c1cnc2sc3c(n2c1=O)CCCC3 | -10% | -3% | ? | ? | -1% | ?
55 | CC1CCN(C(=O)c2[nH]cnc2C(=O)NCc2ccccc2)CC1 | 3% | · | 33%[activator] | 13% | 0% | 30%
56 | COc1ccc(NC(=O)CN(C)C(=O)c2ccc(COc3ccccc3)cc2)cc1 | 5% | · | -4% | -28% | 4% | ?
62 | CCOC(=O)c1cnc(-n2nc(C)cc2C)nc1NNc1nc(-c2ccccc2)cc(-c2ccccc2)n1 | 2% | 0% | ? | ? | -17% | 1.5µM*

Outcome played no part in choosing rows; overall some 16% were active at least once.
